Sm TGR inh: blocks Schistosoma mansoni thioredoxin glutathione reductase; Q962Y6; purified TGR, DTNB reduction, TNB absorbance 405 nm; Potency, µM (top dose mostly 114 µM), for inactives: top-dose activity change, negative = inhibition, hits mostly inhibitors; hit rate 3% among 360,000; AID 485364; further: potency means the concentration at half of the fitted maximal effect; nearly all actives have a fitted effect of over 60% in size
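Kinetic colorimetric format: TGR-catalysed, NADPH-driven DTNB reduction monitored via TNB absorbance. Enzyme dispensed at 20 nM; compound exposure 15 min at room temperature before reaction start.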
AmpC no deterg: inhibitors of E. coli AmpC beta-lactamase without detergent; P00811; AmpC nitrocefin hydrolysis, absorbance 480 nm, 0.0001% Triton; AID 485341; Potency, µM (highest dose often 57.1 µM), for inactives: at the top dose activity change, negative = inhibition, usual class: inhibitors; hit rate 0.52% among 330,000;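 further: potency means the concentration at half of the fitted maximal effect; plate controls were no compound for no effect and no enzyme for full effect; nearly all actives have a fitted effect of over 20% in size; some results filed as inactive show a strong effect at the top dose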
Target sequence (P00811 whole entry, looked up): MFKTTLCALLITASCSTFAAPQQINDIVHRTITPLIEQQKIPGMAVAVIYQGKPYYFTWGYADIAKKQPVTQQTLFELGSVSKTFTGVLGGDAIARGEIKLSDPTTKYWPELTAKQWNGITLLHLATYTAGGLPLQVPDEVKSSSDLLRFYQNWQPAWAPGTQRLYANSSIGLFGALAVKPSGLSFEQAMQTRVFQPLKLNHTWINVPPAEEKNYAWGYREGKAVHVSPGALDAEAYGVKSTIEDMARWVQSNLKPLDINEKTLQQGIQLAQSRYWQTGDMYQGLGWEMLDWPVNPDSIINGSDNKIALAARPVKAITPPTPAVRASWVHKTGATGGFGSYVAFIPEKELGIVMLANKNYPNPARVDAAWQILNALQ
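AmpC (5.3 nM in the dispensed reagent) in 20 mM phosphate pH 7.0 with 0.01% (detergent screen) or 0.0001% Triton X-100 was preincubated with compounds for 15 min at room temperature. Nitrocefin was then added from an 800 uM solution, and hydrolysis was followed at 480 nm.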
AMA1-RON2 inh: AMA1-RON2 (P. falciparum) interaction inhibition | AlphaScreen AMA1-biotinylated RON2 peptide binding | Potency, µM (highest dose often 58.2 µM), without a hit: top-dose activity change, negative = inhibition, actives largely listed as inhibitors | hit rate 0.2% among 360,000 | AID 720542;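 further: potency means the concentration at half of the fitted maximal effect; 0% = vehicle wells and -100% = peptide control; nearly all actives have a fitted effect of over 45% in size; some results filed as inactive show a strong effect at the top dose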
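AMA1 (3D7) with his tag at 25 nM final met compounds first, then biotinylated RON2 peptide at 25 nM; detection used donor plus acceptor beads, 10 µg/mL apiece, read by AlphaScreen after 30 min at room temperature.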
AmpC inh detg: blocks E. coli AmpC beta-lactamase in detergent assay; hit rate 0.041% among 370,000; P00811; AmpC hydrolysis of nitrocefin, absorbance 480 nm, 0.01% Triton; Potency, µM (doses to about 114 µM), inactives show at the top dose activity change, negative = inhibition, most hits filed as inhibitors;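 further: potency means the concentration at half of the fitted maximal effect; 0% = no-compound wells and -100% = no-enzyme wells; nearly all actives have a fitted effect of over 25% in size; some results filed as inactive show a strong effect at the top dose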
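20 mM phosphate pH 7.0 + 0.01% (detergent screen) or 0.0001% Triton X-100; 5.3 nM AmpC reagent; cpd preinc 15 min RT; nitrocefin (800 uM stock) to start; A480 q20 s × 4 min; Activity was normalised to no-enzyme and no-compound control wells.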
Giardia FBPA inh: blocks Giardia fructose-bisphosphate aldolase activity; AID 2451; purified Giardia FBPA; Potency, µM (top dose mostly 59.6 µM), for the others: top-dose activity, negative = inhibition, most hits filed as inhibitors; A8B2U2; hit rate 0.71% among 290,000; further: potency means the concentration at half of the fitted maximal effect; nearly all actives have a fitted effect of over 55% in size
Target sequence (A8B2U2 whole entry, looked up): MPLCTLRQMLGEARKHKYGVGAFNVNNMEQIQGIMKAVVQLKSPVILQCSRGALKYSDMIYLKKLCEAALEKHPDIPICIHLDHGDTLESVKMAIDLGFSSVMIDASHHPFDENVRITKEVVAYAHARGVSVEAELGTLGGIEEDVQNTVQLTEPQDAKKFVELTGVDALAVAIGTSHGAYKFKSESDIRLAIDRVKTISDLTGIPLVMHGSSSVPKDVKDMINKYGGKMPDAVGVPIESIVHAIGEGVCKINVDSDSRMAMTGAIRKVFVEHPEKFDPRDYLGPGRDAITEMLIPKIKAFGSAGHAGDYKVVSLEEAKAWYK
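40 nM FBPA preincubated 10 min at RT with compound (up to 57.5 uM final), then substrate plus GAPDH/TPI/NAD/arsenate coupling and diaphorase/resazurin added. Fluorescence read after 20 min at RT, 525/598 nm.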
HCMV antiviral: inhibitors of human cytomegalovirus; HFF cells, HCMV-luciferase reporter, 72 h; active compounds read low; activity change, negative = inhibition, % at 57.5 µM; hit rate 4.5% among 410,000; AID 1259415; in the data active means activity change below about -60%; inconclusive means no clear call, values can overlap the other calls; inactive means above about -39%
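Luciferase read-out from HCMV-luciferase-infected HFFs (MOI 1 PFU/cell) 72 h post infection at 37C; compounds added after 16 h cell attachment; activity normalized between buffer-only basal and Salinomycin (10uM) inhibitor controls.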
* = called active by the depositor; u = inconclusive; x = no result given; [ ] = another dose, or the depositor's remark. Unless noted, the call rests on the fitted dose curve; in most records, active means well fitted curve in the direction sought with a large enough effect; inconclusive means small, poorly fitted or top-dose-only effect, or another doubt; inactive means no such curve, though single readings can be large; an effect the other way counts as inactive or inconclusive. Unless noted, on the % scale 0 is the no-effect control and ±100 the full control effect.

SMILES | Sm TGR inh | AmpC no deterg | AMA1-RON2 inh | AmpC inh detg | Giardia FBPA inh | HCMV antiviral
Cc1ccc(S(=O)(=O)N2CCN(Cc3cccc(C)c3O)CC2)cc1 | -7% | -16% | -1% | 2% | -3% | -3
CCOc1ccc(CNC(=O)CC(C)n2nc(C)cc2C)cc1OC (centres undefined) | -10% | x | x | -7% | x | 0
CCOC(=O)c1sc(NC(=O)CSc2nc(C)cc(C)n2)c(C#N)c1C | 12% | -1% | 12% | -4% | x | -24
CC1=C(/C=C/C(=O)O)C(C)(C)CCC1 | 5% | -28% | -19% | 2% | 8% | 43
CCN(CC)CCNc1nc2nonc2nc1NCCN(CC)CC | 7% | -14% | 81%[activator] | u | 1% | 7
Cc1ccc2oc(=O)c3cnn(CC(=O)N4CCc5ccccc5C4)c3c2c1 | 2% | -36% | 11% | u | 14% | -4
CC1CCc2sc(C(=O)N/N=C/C3CCCCC3)cc2C1 (centres undefined) | 3% | -34% | -25% | -11% | 1% | 13
Cc1ccccc1CCN(C(=O)c1csnn1)C(C(=O)NC1CCCC1)c1ccncc1 (centres undefined) | 3% | 62%[activator] | 29% | -1% | -4% | -19
COc1cccc(N(C(=O)c2snc(C(N)=O)c2N)C(C(=O)NCC2CCCO2)c2cccs2)c1 (centres undefined) | -2% | 80%[activator] | -8% | 1% | 5% | u
COc1ccccc1/C=C/c1nc2ccc(OC(C)=O)cc2c(=O)o1 | u | -21% | 0% | u | 6% | -20
COC(=O)c1cccc(Nc2nn3c(=O)c4cc5c(cc4nc3s2)OCO5)c1 | 0% | x | x | 5% | x | 7
CCOc1ccc(CCNC(=O)CN2CCN(Cc3ccc(F)cc3)C2=O)cc1OCC | 7% | 63%[activator] | -4% | -10% | 0% | -28
C=CCN(c1ccccc1)S(=O)(=O)c1cc(C(=O)NC2=NCCS2)ccc1Cl | -14% | -28% | 107%[activator] | 2% | 9% | 3
CCOC(=O)N1CCC(NS(=O)(=O)c2cc(Br)cc3c2N(C(=O)CC)CC3)CC1 | 0% | 35% | -6% | u | 6% | -105*
Cc1nc2ccc(S(=O)(=O)NC(C(=O)NCc3cccs3)C(C)C)cc2s1 (centres undefined) | 7% | -1% | 0% | -1% | 6% | 10
CS(=O)(=O)N(CC(=O)Nc1ccc(Br)cc1)C1CCCCC1 | 2% | 48% | 29% | u | 4% | 3
CN(C)CCc1cc2c(c3c1ccc1ccccc13)OCO2 | -5% | 35% | -28% | 0% | u | u
Cc1ccc(-n2c(SCC(=O)OC(C)C)nnc2-c2cnccn2)cc1 | -4% | 22% | -14% | u | 3% | -23
COc1ccc(-c2nnc(SCC(=O)Nc3ccc(F)cc3)s2)cc1 | 6% | x | x | 2% | x | -12
COc1cccc(Nc2nc(-c3ccc4c(c3)OCCO4)cs2)c1 | 14% | -39% | -5% | -9% | -1% | 20
O=C1N=c2ccccc2=C1c1c(O)n(-c2cccc(F)c2)[nH]c1=O | 22µM* | -50% | -27% | 1% | u | -12
O=S(=O)(NC1CCCCC1N1CCN(c2ccc(F)cc2)CC1)c1ccc(Cl)cc1 (centres undefined) | -5% | -21% | -11% | -9% | 5% | x
Cc1cc(=O)oc2cc(OCC(=O)N(C)C3CCS(=O)(=O)C3)c(Cl)cc12 (centres undefined) | 3% | 6% | 7% | -2% | -3% | 3
O=C(COC(=O)CCc1nc2ccccc2c(=O)[nH]1)NCc1ccc(F)cc1 | -2% | -10% | -4% | -3% | 1% | 11
NS(=O)(=O)c1ccc(N/N=C/c2ccc(O)c(O)c2O)c([N+](=O)[O-])c1 | u | 7.1µM* | u | -13% | 7.9µM* | -26

Looked up above:
In Sm TGR inh, `CS(=O)(=O)N(CC(=O)Nc1ccc(Br)cc1)C1CCCCC1` shows 2%
In AmpC inh detg, `CC1CCc2sc(C(=O)N/N=C/C3CCCCC3)cc2C1` (centres undefined) shows -11%
In AMA1-RON2 inh, `O=C(COC(=O)CCc1nc2ccccc2c(=O)[nH]1)NCc1ccc(F)cc1` shows -4%

Additional compounds.
SMILES | Sm TGR inh | AmpC no deterg | AMA1-RON2 inh | AmpC inh detg | Giardia FBPA inh | HCMV antiviral
Cc1cc(NC(=O)CSc2nnc(-c3ccccc3Cl)o2)no1 | 3% | -33% | 88%[activator] | -3% | x | u
COC(=O)c1cc(=O)n(Cc2ccc(F)cc2)c(=Nc2ccccc2)s1 | 7% | -11% | -19% | -6% | -11% | -14
CC(C)CCNC(=O)C1CCN(S(=O)(=O)c2cccc3nsnc23)CC1 | 14% | x | x | 0% | x | 12
Oc1ccc(Cl)cc1-c1cc(-c2cccc(Br)c2)n[nH]1 | -2% | -27% | 73%[activator] | 1% | 5% | -93*
O=C(O)CCN1C(=O)/C(=C/c2ccc(-c3nc4ccccc4s3)o2)SC1=S | -32% | -31% | -7% | -3% | -3% | 50
O=C(CSc1nncn1-c1ccccc1)Nc1ccccc1 | -17% | -5% | 6% | 1% | 3% | -2
COc1ccc(C2CC(C(F)(F)F)n3ncc(C(=O)Nc4cccc(O)c4)c3N2)cc1OC (centres undefined) | -11% | -16% | 38%[activator] | u | 13% | -21
O=c1c2ccccc2nc2n1CCO2 | 1% | -9% | -8% | -10% | 4% | 57
O=C(CSc1nc2c(sc3ccccc32)c(=O)n1CCCN1CCOCC1)NCC1CCCO1 (centres undefined) | -6% | 123%[activator] | -1% | 1% | 3% | 15
COc1cc(NC(=O)c2ccc(CNc3c(N4CCOCC4)c(=O)c3=O)cc2)cc(OC)c1 | -7% | 33% | -6% | -20% | -11% | -21
O=C1c2ccccc2S(=O)(=O)c2cc(C(=O)N(c3ccccn3)c3ccccn3)ccc21 | 4% | -1% | 88%[activator] | 2% | 5% | 15
O=C(NCc1cccs1)C(=O)NCC1OCCCN1S(=O)(=O)c1ccc(F)cc1 (centres undefined) | -2% | -28% | 0% | -6% | 4% | -18
COc1ccc(C(=O)NCc2nnc(SCC(=O)c3ccccc3)n2C)cc1 | 0% | 0% | 32%[activator] | -6% | 7% | 18
Cc1cc(C)n(-c2nc3ccccc3[nH]c2=O)n1 | -6% | -16% | -12% | 1% | 0% | 49
CCOC(=O)c1cccc(NS(=O)(=O)Cc2ccccc2)c1 | x | -25% | 13% | 7% | -2% | -32
CCCNC(=O)Nc1ccccc1SC | 16% | -10% | -7% | 8% | 1% | -5
Cc1c2cnn(CC(=O)NCc3ccccc3)c(=O)c2c(C)n1Cc1cccc(Cl)c1 | 1% | x | x | 12% | x | -9
CCc1ccccc1NC(=O)Nc1cccn(Cc2ccc(F)cc2)c1=O | -9% | -24% | -3% | 7% | -20% | -21
COc1ccccc1NC(=O)CN1CCCCCC1 | 2% | -34% | 4% | -12% | 1% | -23
Cc1ccc2nc3c(c(Nc4ccc5c(c4)OCCO5)c2c1)CCC3 | 6% | -14% | -17% | u | 3% | -66*
Cc1ccc2nc(SCC3CCCCO3)[nH]c2c1 (centres undefined) | 15% | -21% | 7% | -8% | -7% | -7
CCC1CCCCN1CCCNC(=O)C1CC(=O)N(CCc2ccccc2)C1 (centres undefined) | -2% | -4% | 5% | 1% | 0% | 1
Cc1ccc(NC(=O)C(=O)NCc2ccccn2)cc1 | -4% | -10% | 9% | 0% | 3% | 6
Cc1c(O)ccc(C(=O)CN2CC(C)OC(C)C2)c1O (centres undefined) | u | -2% | -4% | -11% | -9% | 0
Cc1nc(NCCc2ccccc2)sc1C(=O)O | 6% | 82%[activator] | 1% | -3% | -2% | -15

The listing continues.
SMILES | Sm TGR inh | AmpC no deterg | AMA1-RON2 inh | AmpC inh detg | Giardia FBPA inh | HCMV antiviral
CCC1CCCCN1C(=O)COC(=O)c1cc(=O)[nH]c2ccccc12 (centres undefined) | x | 65%[activator] | -6%[11.6 µM] | x | x | -2
CN(C)C(CNc1ccc(C(F)(F)F)cc1[N+](=O)[O-])c1ccccc1 (centres undefined) | -12% | 23% | 14µM* | -5% | 5% | -3
O=C(COc1ccc(F)cc1)NCC(c1ccc(Cl)cc1)N1CCCCC1 (centres undefined) | 6% | x | x | 3% | x | -3
CC(=O)Nc1nc2c(C)c(Cl)ccc2s1 | 0% | -15% | -7% | 4% | 4% | u
Cc1ccc(-c2nnc(Nc3ccccc3)c3ccccc23)cc1S(=O)(=O)N1CCN(C)CC1 | -1% | x | x | 3% | x | -17
COCCCNC(NC(=O)c1ccc(OC)cc1)C(Cl)(Cl)Cl (centres undefined) | -6%[57.1 µM] | -9% | -4% | -5% | 1% | 16
COc1ccc(Br)c(C(=O)OCC(=O)N2CCC(Cc3ccccc3)CC2)c1 | -5% | 5% | -10% | 9% | x | -22
Cc1cccn2c(=O)c3cc(C(=O)NC4CCCC4)c(=N)n(C4CCCCC4)c3nc12 | 8% | -11% | 5% | 0% | x | -6
CNS(=O)(=O)c1cccc(C(=O)OCC(=O)NCCCc2ccccc2)c1 | -7% | -10% | 17% | -3% | -6% | 44
CCN(CCNC(=O)c1cccc(N2CCCC2=O)c1)c1ccccc1 | -2% | -10% | -6% | u | -5% | 79
CSc1nc(C)cc(-n2cc(F)c(=O)[nH]c2=O)n1 | 1% | -11% | -1% | -10% | 0% | 5
NC(=O)c1nsc(C(=O)N(c2ccccc2)C(C(=O)NCC2CCCO2)c2ccc3ncccc3c2)c1N (centres undefined) | -2% | 93%[activator] | -5% | 7% | 0% | -37
CC(Sc1nc(N2CCOCC2)c2c(c1C#N)CC(C)(C)OC2)C(=O)Nc1ccccc1 (centres undefined) | -15% | 41% | 3% | -5% | 3% | -33
O=C(Nc1ccc(-n2cnnn2)cc1)C1CCC1 | -2% | 1% | -15% | -14% | 2% | 11
CN(CC(=O)Nc1cccnc1)S(=O)(=O)c1cc(Cl)ccc1Cl | 6% | -14% | -1% | u | 4% | 2
COc1ccc(C(=O)Nc2nc(-c3ccccn3)cs2)cc1S(=O)(=O)N1CCOCC1 | x | 132%[activator] | -61% | x | x | 0
COc1ccc(CNc2nc3ccc(C)cc3s2)c(OC)c1OC | 7% | 44% | -1% | u | 8% | 38
CCOc1ccccc1NC(=O)[C@@H](NC(=O)c1cccc(S(=O)(=O)N2CCOCC2)c1)C(C)C | 6% | 95%[activator] | 12% | -2% | 0% | -22
CC1CN(CC(=O)Nc2ccc([N+](=O)[O-])cc2Br)CC(C)O1 (centres undefined) | -6% | -9% | -8% | -6% | -2% | -25
CC(C)(C)OC(=O)N1CCC(c2c(C(=O)NCc3ccccn3)cnn2-c2ccc(F)cc2)CC1 | 25% | x | x | 3% | x | 15
CC(=O)c1sc2nc(-c3ccccc3)cc(C)c2c1N | u | -10% | -3% | -11% | 13% | 4

In the list so far, these contain a CF3 group.
SMILES | Sm TGR inh | AmpC no deterg | AMA1-RON2 inh | AmpC inh detg | Giardia FBPA inh | HCMV antiviral
COc1ccc(C2CC(C(F)(F)F)n3ncc(C(=O)Nc4cccc(O)c4)c3N2)cc1OC (centres undefined) | -11% | -16% | 38%[activator] | u | 13% | -21
CN(C)C(CNc1ccc(C(F)(F)F)cc1[N+](=O)[O-])c1ccccc1 (centres undefined) | -12% | 23% | 14µM* | -5% | 5% | -3

Source: PubChem BioAssay (National Center for Advancing Translational Sciences (NCATS))
